Screens (PubChem BioAssay)
MazF activator = activators of E. coli MazEF toxin-antitoxin RNase | P0AE70 | FAM/BHQ RNA-DNA oligo cleavage fluorescence, 5 h | activation, % at 20 µM | 350,000 compounds, 0.32% hits | AID 504720; in the data active means activation above about 50%
Target sequence (P0AE70 whole entry, looked up): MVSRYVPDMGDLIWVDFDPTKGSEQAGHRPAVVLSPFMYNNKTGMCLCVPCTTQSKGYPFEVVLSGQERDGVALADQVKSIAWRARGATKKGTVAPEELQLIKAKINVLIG
FBA Mtb inh = inhibits M. tuberculosis FBA enzyme. purified M. tuberculosis FBA, fluorescence read-out. P9WQA3. AID 588726. inhibition, % at 1 µM. 360,000 compounds, 2.3% hits; in the data active means inhibition above about 27%;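 further: 0% = vehicle and 100% = reference inhibitor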
Target sequence (P9WQA3 whole entry, looked up): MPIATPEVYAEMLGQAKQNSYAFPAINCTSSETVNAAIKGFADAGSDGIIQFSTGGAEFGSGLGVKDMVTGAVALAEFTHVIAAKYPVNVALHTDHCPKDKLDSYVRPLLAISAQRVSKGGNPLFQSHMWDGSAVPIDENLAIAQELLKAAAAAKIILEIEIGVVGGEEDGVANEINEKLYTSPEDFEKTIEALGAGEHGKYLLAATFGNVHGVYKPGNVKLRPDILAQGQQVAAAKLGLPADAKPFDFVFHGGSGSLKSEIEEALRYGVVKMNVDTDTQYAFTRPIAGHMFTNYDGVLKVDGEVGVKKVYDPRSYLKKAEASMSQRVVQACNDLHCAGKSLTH
FadD28 FP inh = blocks FadD28 binding to the bisubstrate probe. fluorescence polarization. 360,000 compounds, 0.22% hits. inhibition, % at 12.5 µM; in the data active means inhibition above about 8.5%, passing the limit was not always enough; inconclusive means no clear call, values can overlap the other calls
UGM FP inh = Mtb UDP-galactopyranose mutase inhibition | P9WIQ1 | purified UGM, fluorescence polarization probe displacement | inhibition, % at 10 µM | 320,000 compounds, 0.06% hits | AID 504406; in the data active means inhibition above about 10%, passing the limit was not always enough; inconclusive means no clear call, values can overlap the other calls
Target sequence (P9WIQ1 whole entry, looked up): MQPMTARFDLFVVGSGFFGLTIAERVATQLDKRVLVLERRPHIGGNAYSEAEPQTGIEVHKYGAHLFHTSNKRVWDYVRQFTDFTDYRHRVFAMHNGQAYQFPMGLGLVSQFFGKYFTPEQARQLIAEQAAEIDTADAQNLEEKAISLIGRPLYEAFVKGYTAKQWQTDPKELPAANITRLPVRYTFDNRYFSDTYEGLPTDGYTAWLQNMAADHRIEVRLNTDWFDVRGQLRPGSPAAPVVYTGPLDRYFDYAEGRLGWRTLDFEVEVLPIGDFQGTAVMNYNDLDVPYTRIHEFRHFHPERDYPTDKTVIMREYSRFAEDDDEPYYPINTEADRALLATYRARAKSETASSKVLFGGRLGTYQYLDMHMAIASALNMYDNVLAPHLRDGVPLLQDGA
GDH-TPI inh = GDH-TPI coupled enzyme inhibition counter-screen; GDH-TPI coupled enzyme counterscreen, NADH absorbance; inhibition, % at 4.8 µM; 360,000 compounds, 1.2% hits; AID 588335; in the data active means inhibition above about 30%;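 further: 0% = DMSO wells and 100% = wells lacking the enzyme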
PrPC surface inh = cell surface PrPC inhibition, primary TR-FRET screen | inhibition, % at 13.8 µM | P04156 | TR-FRET read-out | 370,000 compounds, 0.43% hits; in the data active means inhibition above about 24%; further: 0% = median of the test wells and 100% = reference compound wells
Mtb BioA inh = blocks M. tuberculosis BioA enzyme activity; inhibition, % at 9.99 µM; purified M. tuberculosis BioA enzyme, plate reader; 360,000 compounds, 0.096% hits; in the data active means inhibition above about 40%; inconclusive means no clear call, values can overlap the other calls
Rv3671c inh = Rv3671c (M. tuberculosis) protease inhibition; AID 2606; 320,000 compounds, 0.048% hits; P9WHR9; inhibition, % at 5.96 µM; in the data active means inhibition above about 38%;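 further: extracellular domain of Rv3671c used as enzyme; 0% = enzyme with DMSO and 100% = no enzyme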
BoNT F protease = blocks Botulinum neurotoxin F light chain protease. Multiplex microsphere protease cleavage assay, flow cytometry. inhibition, % at 10 µM. 360,000 compounds, 0.22% hits; in the data active means inhibition above about 35%, passing the limit was not always enough; inconclusive means no clear call, values can overlap the other calls; further: plate controls were buffer without enzyme for full effect and enzyme alone for no effect
An asterisk follows results filed as active; ? = inconclusive; . = not tested or not shown.

SMILES	MazF activator	FBA Mtb inh	FadD28 FP inh	UGM FP inh	GDH-TPI inh	PrPC surface inh	Mtb BioA inh	Rv3671c inh	BoNT F protease
CCn1cc(C(=O)NCC(OC)OC)c(=O)c2cc(S(=O)(=O)N3CCC(C)CC3)ccc21	11	1	-2.8	1.0	7	4	3.8	8	3
COc1cccc(CNc2ccc3[nH]c(=O)[nH]c3c2)c1OCc1ccccc1	4	11	2.5	-2.6	4	.	-0.9	.	-5
O=C(NCc1cccs1)C1CCCN(c2ncccn2)C1 (stereo not given)	-6	-1	-2.6	-1.7	-4	-2	.	1	0
CN1CCN(S(=O)(=O)c2cccc3nsnc23)CC1	8	1	0.2	2.3	11	-28	.	6	2
COCCN(C(=O)COC(=O)CCC(=O)c1cccs1)c1c(N)n(Cc2ccccc2)c(=O)[nH]c1=O	3	4	0.6	2.2	4	-11	.	-8	7
COc1ccc(NS(=O)(=O)c2ccc3oc(SCc4ccc(F)cc4)nc3c2)cc1	-3	0	-0.6	-1.2	2	8	-0.1	-93	-5
O=C(Cc1ccc(Cl)cc1)Nc1ncccn1	6	-6	-1.4	-0.5	-5	-11	1.2	1	4
Cc1cc(CNC(=O)COc2ccc(F)cc2)c2ccccc2n1	3	1	0.9	0.5	7	7	-0.6	-5	3
CCCCCn1c(=O)c(C(=O)NCc2ccccc2)c(O)c2ccccc21	-1	-2	-0.3	0.8	5	1	-1.3	-1	-8
O=S(=O)(c1ccc2c(c1)OCCO2)N1CCN(Cc2ccc3c(c2)OCO3)CC1	-5	1	-3.7	0.2	4	-6	-1.5	-3	1
Cc1nc(SCC(O)CO)c([N+](=O)[O-])[nH]1 (stereo not given)	8	-2	-0.5	-0.4	9	0	-1.3	3	8
O=C(c1ccc(F)cc1)N1CCN(C2CC3CCC2C3)CC1 (stereo not given)	-1	3	0.5	-0.7	7	-1	0.9	-3	-12
O=C(N/N=C/c1cc(Cl)c(O)c(Cl)c1)c1cc2c(ccc3ccccc32)o1	-6	4	39*	3.3	32*	-5	-1.4	29	-5
Cc1nn(Cc2ccccc2Cl)c(Cl)c1C(=O)OC(C(=O)NC(N)=O)C(C)C (stereo not given)	1	0	-0.9	-1.0	1	-2	3.5	-4	3
CC(C)/C=C/CN1CCCC(N2CCN(c3cccc(Cl)c3)CC2)C1 (stereo not given)	-1	0	-0.8	1.1	21	-3	4.0	.	?
O=C(CSc1ccc(F)cc1)Nc1cccc(S(=O)(=O)N2CCOCC2)c1	4	0	-0.5	-2.7	7	1	-0.8	-5	-14
COc1ccccc1NC(=O)c1cc(Cl)nnc1Cl	-2	2	-0.2	-2.6	1	8	1.7	-1	-2
CC1CCN(C(=O)Cn2nnc(-c3ccccc3)n2)CC1	-7	1	0.9	-0.2	11	9	-2.1	0	10
Cc1ccc(S(=O)(=O)N2CCN(Cc3ccccc3)CC2)c(C)c1N(C)S(=O)(=O)c1ccccc1	-5	-4	-1.7	0.2	0	-2	.	5	-6
O=C(c1ccccc1F)N(Cc1ccc(F)cc1)C1CCS(=O)(=O)C1 (stereo not given)	0	-1	-2.6	-3.6	-13	5	0.4	9	-1
O=C(C1CC1)N1CCc2cc(Br)cc(S(=O)(=O)N3CCN(c4ccccn4)CC3)c21	-3	-7	-6.5	0.2	3	0	1.6	-8	1
C/C=C/Cn1c(SCCCc2ccccc2)nc2c1c(=O)[nH]c(=O)n2C	13	1	-0.7	2.2	-15	14	0.5	-11	2
CCN1CCN(C(=O)/C(=C/c2ccco2)NC(=O)c2ccccc2)CC1	-3	2	-0.8	-2.0	6	-9	-1.4	-2	8
CS(=O)(=O)Nc1ccc(C2=NN(C(=O)c3cccc(F)c3)C(c3cccs3)C2)cc1 (stereo not given)	8	-1	-2.8	2.3	16	2	7.5	-8	-12
COc1ccc(C(=O)NC2CCN(CC(=O)Nc3c(C)cccc3C)CC2)cc1OC	3	1	-1.7	1.9	6	0	0.0	-5	?

Overlap with the part before: 5 entries, then new ones.
SMILES	MazF activator	FBA Mtb inh	FadD28 FP inh	UGM FP inh	GDH-TPI inh	PrPC surface inh	Mtb BioA inh	Rv3671c inh	BoNT F protease
O=C(C1CC1)N1CCc2cc(Br)cc(S(=O)(=O)N3CCN(c4ccccn4)CC3)c21	-3	-7	-6.5	0.2	3	0	1.6	-8	1
C/C=C/Cn1c(SCCCc2ccccc2)nc2c1c(=O)[nH]c(=O)n2C	13	1	-0.7	2.2	-15	14	0.5	-11	2
CCN1CCN(C(=O)/C(=C/c2ccco2)NC(=O)c2ccccc2)CC1	-3	2	-0.8	-2.0	6	-9	-1.4	-2	8
CS(=O)(=O)Nc1ccc(C2=NN(C(=O)c3cccc(F)c3)C(c3cccs3)C2)cc1 (stereo not given)	8	-1	-2.8	2.3	16	2	7.5	-8	-12
COc1ccc(C(=O)NC2CCN(CC(=O)Nc3c(C)cccc3C)CC2)cc1OC	3	1	-1.7	1.9	6	0	0.0	-5	?
Cc1ccc(C)c(-n2c(-c3ccc(Br)cc3)csc2=NC(=O)c2ccccc2F)c1	-16	6	0.2	2.2	21	1	-1.4	-18	13
CCCNC(=O)c1ccc(CNc2c(N3CCC(C(=O)OCC)CC3)c(=O)c2=O)cc1	0	-1	-3.5	-0.2	-9	3	-0.3	0	3
O=C(c1cc(Br)c[nH]1)N1CCSCC1	5	2	0.8	0.4	-7	-4	1.1	-6	33
COC(=O)c1cc(OC)c(OC)c(OC)c1NC(=O)c1ccc(S(=O)(=O)N(C)C)cc1	9	0	-2.0	0.6	6	-1	0.9	-4	-25
O=C(CN(Cc1ccco1)C(=O)CNS(=O)(=O)c1ccc(F)cc1)NCc1ccc(F)cc1	3	4	-0.3	3.2	9	7	-0.9	-4	6
CCOC(=O)c1nn(-c2ccccc2)c(=O)cc1SC(C)C	3	4	1.1	-3.1	-11	-7	.	-4	2
CCOc1ccc(N(C)S(=O)(=O)c2ccc3[nH]cc(C(=O)NCCCOC)c(=O)c3c2)cc1	6	1	-5.1	1.8	18	1	-0.9	-20	-11
COc1ccc(CCNC(=O)Cn2cnc3scc(-c4ccccc4)c3c2=O)cc1OC	-6	-1	-4.0	0.7	1	8	.	-10	-4
CCC(C)(C)NC(=O)C(c1ccc(C)o1)N(Cc1ccc2c(c1)OCO2)C(=O)c1snc(C(N)=O)c1N (stereo not given)	3	1	-2.7	0.5	-6	1	-2.1	1	3
Cc1ccc(OCC(=O)Nc2c(C)ccc3nsnc23)cc1	3	1	-3.7	-2.4	14	-19	-3.9	7	0
O=C1N(Cc2cccc(Cl)c2)C[C@@H]2C[C@@H](c3ccccn3)N3CCC[C@@]123	-5	-1	-2.4	-3.7	5	2	-2.3	9	-2
Cc1cc(C)cc(N(CCC#N)C(=O)CSc2n[nH]c(N)n2)c1	6	2	-1.8	.	-1	2	-2.1	4	-2
CN1CCN(C(N)=NC(=O)c2ccccc2)CC1	0	1	-1.3	1.9	9	5	.	-13	0
COC(=O)C1CCN(C(=O)COC(=O)C2CCN(S(=O)(=O)c3ccc(C)c(C)c3)CC2)CC1	-1	0	-2.2	0.1	6	1	.	0	-9
CCc1ccccc1NC(=O)C1C2C=CC(O2)C1C(=O)O (stereo not given)	4	2	-3.1	1.0	-9	-3	-0.5	6	?
S=c1[nH]c2cc(Br)cnc2[nH]1	0	-1	-2.0	6.9	14	0	.	-1	3
O=C(CCC1CCCCC1=O)c1ccccc1 (stereo not given)	1	-3	-1.3	-1.8	-2	-4	-0.1	6	-18
COC(=O)c1ccc(CSc2ccccc2C)o1	1	-1	-2.8	1.0	-3	2	-1.7	-1	-5
CSCCC(NC(=O)c1ccco1)C(=O)O (stereo not given)	-4	0	-4.6	2.0	15	1	-1.1	11	-4
CC(C)(O)CC[C@@H](O)[C@](C)(O)C1CC[C@@]2(O)C3=CC(=O)[C@]4(O)C[C@@H](O)[C@@H](O)C[C@]4(C)C3CC[C@]12C (stereo not given in full)	-17	6	0.4	-0.5	-3	-1	-1.3	2	-5
NNC(=O)CNC(c1ccccc1)c1cc(Br)ccc1NC(=O)c1cccc(Cl)c1 (stereo not given)	-2	2	-14	0.9	1	0	-2.7	-28	-6
CCC1(C)Cc2c(sc3nn[nH]c(=O)c23)CO1 (stereo not given)	8	0	0.7	2.2	17	.	-0.2	5	-2
COC(=O)C1=C(C)N(c2ccc(F)c(Cl)c2)C(=O)C1	4	-1	-4.4	0.7	-2	-8	-0.1	6	2
COCCN1C(=O)N[C@@H](c2cccc(C(F)(F)F)c2)[C@@H](C(=O)OC)[C@H]1C	17	3	-0.7	0.1	9	8	-0.8	2	3
O=C(CN(C(=O)CSc1nc2ccccc2o1)c1ccccc1)NC1CCCCC1	-3	-2	-3.0	0.1	-7	1	-1.5	-7	2

Taken from above.
Mtb BioA inh with O=C(CCC1CCCCC1=O)c1ccccc1 (stereo not given) stands at -0.1
MazF activator with CCC(C)(C)NC(=O)C(c1ccc(C)o1)N(Cc1ccc2c(c1)OCO2)C(=O)c1snc(C(N)=O)c1N (stereo not given) stands at 3

(list continues)
SMILES	MazF activator	FBA Mtb inh	FadD28 FP inh	UGM FP inh	GDH-TPI inh	PrPC surface inh	Mtb BioA inh	Rv3671c inh	BoNT F protease
CCn1c(Cc2ccc(OC)cc2)nnc1SCC(=O)Nc1ccc(N2CCOCC2)cc1	1	1	0.2	0.3	-1	9	2.9	3	4
Cc1cc(-c2ccc(C)c(S(=O)(=O)NCCCN3CCN(c4ccccc4F)CC3)c2)on1	-3	-1	-3.3	1.8	-6	-1	0.4	-12	2
Cc1cc(S(=O)(=O)N2CCCC2)c(C)s1	2	-1	-2.4	-0.8	-13	0	.	-8	-4
O=C1CCC([N+](=O)[O-])C(c2cccc([N+](=O)[O-])c2)N1 (stereo not given)	5	-2	-4.4	-0.1	-11	-7	.	-2	-2
Cc1onc(-c2ccccc2)c1C(=O)Nc1cc(C(F)(F)F)ccc1N1CCOCC1	5	-4	-4.2	-0.9	2	9	0.3	-14	7
CCOC(=O)c1c(NC(=O)COC(=O)Cc2ccccc2[N+](=O)[O-])sc(C(=O)N(C)C)c1C	1	0	-0.4	-3.5	-7	-4	13	4	0
CC(C)CN(C)C(=O)CC1C(=O)NCCN1C (stereo not given)	-3	-3	-0.3	2.6	-3	.	1.6	-9	5
CN(C)CCN1C(=O)C(=O)/C(=C(/O)c2ccc(OCc3ccccc3)cc2)C1c1ccncc1 (stereo not given)	10	1	-1.4	.	5	-8	-1.9	.	-10
COc1cc(C2c3cc4c(cc3OC(NNC(N)=O)C2C)OCO4)cc(OC)c1OC (stereo not given)	-9	3	-2.7	.	11	11	.	.	-3
CC1(C)Cc2c(cnn2-c2cccc(F)c2)C(NC(=O)CSc2ccncc2)C1 (stereo not given)	2	9	-0.9	-1.3	-4	1	9.0	3	-2
CCc1nc2ccc(C(=O)N3CCN(c4ccccc4)CC3)cn2c1N(C)CCCc1ccccc1	.	4	-1.8	.	11	8	-0.3	.	2
C[C@@H]1C(=O)O[C@H]2CC34[C@H]5C[C@@H](C(C)(C)C)[C@]36[C@@H](OC(=O)[C@@H]6O)O[C@@]4(C(=O)O5)[C@]21O (stereo not given in full)	5	-1	-1.4	0.7	2	-3	0.2	3	0
CN(C)/N=C/c1ccc(N2CCOCC2)cc1	-1	-4	-1.9	-0.6	6	-6	-1.0	-4	-2
CC(=O)NS(=O)(=O)c1ccc2sc(C)nc2c1	4	0	-1.8	1.2	6	-2	-1.4	-6	23
CCOc1cc2[nH]c(=S)n(CCCN3CCCC3=O)c(=O)c2cc1OCC	6	3	0.1	2.2	17	1	0.8	4	-10
OC1c2c(F)cccc2N=C2CCCCCN21 (stereo not given)	.	48*	-2.9	.	12	6	-1.8	.	-4
Cc1ccc(/C(N)=N/OC(=O)c2ccc3ccccc3c2)cc1	-26	2	-2.1	0.8	-1	5	-0.7	2	1
CC(C)Oc1ccc(S(=O)(=O)N2CCCCC2)cc1NC(=O)CN1C(=O)NC2(CCCC2)C1=O	4	-2	-0.5	0.4	2	4	.	13	-4
CCOC(=O)N1CCN(CC(O)COc2c(C)cccc2C)CC1 (stereo not given)	-11	-2	0.9	-1.2	-1	-5	.	1	0
